esBAF inh – Bmi1 luciferase reporter increase in mESCs, primary screen, esBAF inhibitor project, mouse ES cells, Bmi1 luciferase knock-in, single point | 2% of 350,000 active | reporter increase, % at 12.5 µM | 24 h; 100% = twice the neutral-well signal | AID 602393, 2012; in the data active means activation above about 40%;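 further: 0% = median of the plate's neutral control wells and 100% = double that signal; a rise in the Bmi1 reporter signal indicates esBAF inhibition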
ARNT TACC3 PPI – disruptors of ARNT/TACC3 protein interaction, primary screen, biochemical, AlphaScreen, single concentration. 0.66% of 390,000 active. inhibition, % at 9.99 µM. AlphaScreen His-ARNT PAS-B/GST-TACC3 binding, luminescence; TACC3 fragment carries E629A point mutation. AID 623870, 2012;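 active means mean inhibition of replicates at least 50% and at least half of replicates each reaching 50%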;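 further: 0% = complete ARNT plus TACC3 wells and 100% = ARNT alone without TACC3; many hits fall short of the cut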
miR-122 sensor – miR-122 Renilla sensor signal increase in Huh7, primary screen, miR-122 inhibitor project, cell-based, single point, plate reader | Huh7 miR-122 Renilla luciferase sensor, 48 h; neutral wells = 0, positive control = 100 | 0.3% of 340,000 active | activation (reporter increase), % at 12.5 µM | AID 602342, 2012;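 active means mean replicate activation score at least 90 and every replicate individually at or above 90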;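 further: higher luciferase means less miR-122 activity so hits act as miR-122 inhibitors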
SIRT5 inh – SIRT5 desuccinylase inhibitors, primary screen, biochemical, fluorescence imaging, single point, set 5; Purified SirT5, succinyl-peptide AMC, trypsin-coupled fluorescence; NAD-dependent protein deacylase sirtuin-5, mitochondrial (Homo sapiens), Q9NXA8; 1.1% of 330,000 active; inhibition, % at 15 µM; in the data active means inhibition above about 15%
Target sequence (Q9NXA8 whole entry, looked up): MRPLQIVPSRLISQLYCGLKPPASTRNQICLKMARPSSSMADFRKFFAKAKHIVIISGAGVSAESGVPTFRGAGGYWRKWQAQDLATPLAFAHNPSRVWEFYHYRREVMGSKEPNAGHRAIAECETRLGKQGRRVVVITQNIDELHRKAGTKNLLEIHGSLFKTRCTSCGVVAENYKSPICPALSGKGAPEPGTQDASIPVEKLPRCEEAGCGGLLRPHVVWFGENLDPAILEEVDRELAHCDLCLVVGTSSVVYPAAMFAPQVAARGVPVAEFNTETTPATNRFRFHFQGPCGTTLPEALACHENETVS
ERp5 inh – inhibitors of ERp5-driven insulin aggregation, primary screen, biochemical, turbidity, absorbance 650 nm, single point. Protein disulfide-isomerase A6 (Homo sapiens), Q15084. 90 min. inhibition, % at 9.99 µM. 0.05% of 350,000 active. AID 651711, 2012;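 active means mean replicate inhibition above about 25%, with every replicate also reaching it, limit read from the data, passing the limit was not always enough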
Target sequence (Q15084 whole entry, looked up): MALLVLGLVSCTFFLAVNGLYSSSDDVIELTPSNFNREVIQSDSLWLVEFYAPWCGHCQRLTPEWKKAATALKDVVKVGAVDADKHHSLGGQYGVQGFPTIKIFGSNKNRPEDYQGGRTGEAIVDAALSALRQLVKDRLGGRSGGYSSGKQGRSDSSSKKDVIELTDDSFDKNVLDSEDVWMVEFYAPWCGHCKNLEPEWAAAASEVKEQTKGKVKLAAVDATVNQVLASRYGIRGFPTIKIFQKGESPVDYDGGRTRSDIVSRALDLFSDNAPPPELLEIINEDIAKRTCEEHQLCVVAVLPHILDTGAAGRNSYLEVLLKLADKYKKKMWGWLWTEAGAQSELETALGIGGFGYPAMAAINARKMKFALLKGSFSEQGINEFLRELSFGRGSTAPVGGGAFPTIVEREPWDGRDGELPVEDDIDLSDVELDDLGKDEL
Cneo AK release – Cryptococcus neoformans cell lysis inducers, primary screen, AK release luminescence, single concentration; 0.2% of 360,000 active; C. neoformans lysis, adenylate kinase release luminescence, 4 h; normalised: neutral wells 0, clomiphene wells 100; AID 651654, 2012; lysis activity, % at 15 µM;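 active means mean lysis activity across replicates of at least 80%, whatever share of replicates individually reach that level; inactive means mean lysis activity below 80%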
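Material – log-phase Cryptococcus neoformans yeast cells · Input – 5 × 10^6 yeast cells/mL · Medium – fresh YPD growth medium · Doses – single compound concentration per well · Timing – static 4 h at 37 °C with compound, 1 h detection · Detection – adenylate kinase release luminescence · Read-out – signal increase indicating cell lysis · Control set – Clomiphene as positive lysis control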
Statin myotox sup – suppressors of statin myotoxicity in C2C12 myotubes, primary screen, cell-based, single point, plate reader; C2C12 myotubes + simvastatin, ATP luminescence, 48 h; scaled: DMSO 0, geranylgeraniol control 100; rescue of ATP level, % at 7.49 µM; 0.78% of 330,000 active;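 active means mean ATP rescue above about 67%, or every replicate alone reaching that limit, limit read from the data, passing the limit was not always enough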;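 further: myotubes were challenged with 10 µM simvastatin during compound exposure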
* = called active by the depositor; x = no result given; & = joins results of further samples; [ ] = dose if it differs, or a comment.

SMILES	esBAF inh	ARNT TACC3 PPI	miR-122 sensor	SIRT5 inh	ERp5 inh	Cneo AK release	Statin myotox sup
Cc1cccc(N2N=C(C(=O)OCC(=O)c3ccccc3)CCC2=O)c1	-1	1	0	-3	3	-1	4
CCOc1ccc(Nc2nc(N)c3ccccc3n2)cc1	-74	-2	x	1	3	-6	-155
Nc1cc2c([N+](=O)[O-])cccc2o1	-12	5	2	x	x	0	9
O=S(=O)(NCCN1CCOCC1)c1ccc(Oc2ccccc2Cl)cc1	2	7	-2	0	1	-1	-53
COc1ccccc1OCC(=O)Nc1c2c(nn1-c1ccccc1)CS(=O)(=O)C2	-7	1	1	-1	3	-2	3
Clc1ccc(C2=Nn3c(nnc3-c3cccs3)SC2)cc1	x	-3	3	x	x	2	x
O=C(O)CCCN1C(=O)/C(=C/c2ccc(-c3nc4ccccc4s3)o2)SC1=S	0	-1	-11	x	x	-1	-10
COc1ccc(NC2CCCN(Cc3cccc4cnccc34)C2)cc1 (stereo not drawn)	-1	-29	x	0	1	1	22
CSCC[C@H](NC(=O)OC(C)(C)C)C(=O)N1CCC(C(=O)N[C@@H](C)C(=O)NCc2ccc(F)cc2)CC1	-3	x	2	7	-2	1	-7
COc1ccc(NC(=O)CSCc2ccc([N+](=O)[O-])cc2)cc1OC	-9	2	6	-5	2	-21	5
O=C(O)c1cccc(S(=O)(=O)N2CCOCC2)c1	-3	-5	-2	4	3	2	4
Cc1ccc(N2C(=O)N(CC(=O)Nc3ccccc3C(F)(F)F)C(=O)C2C)cc1 (stereo not drawn)	1	3	x	0	-9	0	0
CCOc1ccc(NC(=O)CCC(=O)NNS(=O)(=O)c2ccccc2[N+](=O)[O-])cc1	x	-34	x	-6	-1	x	x
COCCN1C(=O)C(=O)/C(=C(/O)c2ccc(S(=O)(=O)N3CCOCC3)cc2)C1c1ccc(O)c(OC)c1 (stereo not drawn)	0	6	-2	x	x	3	-12
Cc1ccnc(NC(=O)CNC(=O)Cc2cccc3ccccc23)c1	x	-1	-2	7	9	x	x
CNC(=O)C[C@H]1CC[C@H]2[C@@H](COc3ccc(NC(=O)c4ccno4)cc3C(=O)N2C)O1	0	-2	-10[16.7 µM]	x	x	-3	21
C/C=C/c1ccc([C@H]2[C@H](CO)N(C(=O)CC)[C@H]2CN(C)S(C)(=O)=O)cc1	-2	-6	7[16.7 µM]	x	x	1	-3
CC(C)CN1CC(C)C(=O)N(c2ccccc2)C1=O (stereo not drawn)	1	-7	-3	-3	0	0	0
CC(=O)C1=C(C)NC(SCc2cccc([N+](=O)[O-])c2)=C(C#N)C1c1ccco1 (stereo not drawn)	0	2	1	x	x	0	143*
O=C(c1ccccc1)c1ccc2ccccc2c1	75*	-1	x	x	4	1	3
Cn1c(=O)[nH]c2cc3ccccc3cc21	-13	-3	-1	x	x	-3	-1
CC(C)(C)OC(=O)N[C@H](C(=O)OC(C)(C)C)c1ccc(C(F)(F)F)cc1	-2	-1	-2	x	0	0	-8
COCC#Cc1cnc2c(c1)C(=O)N([C@H](C)CO)C[C@@H](C)[C@@H](CN(C)C(=O)c1ccc3c(c1)OCO3)O2	-4	6	-3[16.7 µM]	-4	-4	5	-15
COc1ccc(OC2OC3COC(C)(C)OC3C(O)C2NC(C)=O)cc1 (stereo not drawn)	-1	-6	-10	x	x	2	x
CC(C)CCNC(=O)CSc1nc2ccccc2c(=O)[nH]1	-4	7	-13	x	x	3	-21
SMILES	esBAF inh	ARNT TACC3 PPI	miR-122 sensor	SIRT5 inh	ERp5 inh	Cneo AK release	Statin myotox sup
Cc1noc(C)c1NC(=O)N(C)C[C@@H]1Oc2ccc(NC(=O)NC(C)C)cc2C(=O)N([C@H](C)CO)C[C@@H]1C	0	-6	1[16.7 µM]	-9	10	-4	10
COCCNC(=O)CCC(=O)NNc1nc2ccccc2c2nc(-c3ccccc3)nn12	x	0	x	0	0	x	x
COc1cccc(CNC(=O)C(Cc2ccccc2)n2cccc2)c1 (stereo not drawn)	x	5	x	0	-4	x	x
Cc1cc(C)c2c(=O)n3c(nc2c1)C(Cc1ccccc1)NC(=O)c1cc2ccccc2cc1-3 (stereo not drawn)	14	x	0	-2	-2	-3	3
CCOc1ncccc1C(=O)OCC(=O)NCc1cccs1	1	4	-7	-3	-5	-1	5
CCCC(=O)Nc1c(-c2ccccc2)c(=O)c(C)nn1-c1ccccc1	x	-22	x	-10	1	x	x
CS(=O)(=O)N1CCc2cc(C(=O)OCC(=O)c3ccccc3)ccc21	51*	-2	1	x	x	-2	8
CC(C)c1cccc(-c2csc(C(O)c3ccco3)n2)c1 (stereo not drawn)	54*	x	1	-1	-2	2	5
OC[C@@H](O)[C@@H](O[C@H]1O[C@H](CO)[C@@H](O)[C@H](O)[C@H]1O)[C@H](O)[C@@H](O)CO	-1	0	-7	-4	-2	2	-5
C[C@H]1CCCCO[C@H](CN(C)C(=O)Nc2ccccc2)[C@@H](C)CN([C@@H](C)CO)C(=O)c2cc(NS(=O)(=O)c3cccs3)ccc2O1	2	-2	13[16.7 µM]	2	-1	3	x
C[C@@H](O)C#Cc1ccc2c(c1)O[C@H](CN(C)Cc1ccc(-c3ccccc3)cc1)[C@@H](C)CN([C@@H](C)CO)S2(=O)=O	-5	0	-32[16.7 µM]	27*	-1	9	-80
COc1ccc(NC(=O)Nc2cccc3c2O[C@H](CN(C)Cc2ccc4c(c2)OCO4)[C@H](C)CN([C@@H](C)CO)C3=O)cc1	1	5	4[16.7 µM]	1	1	0	-3
CCc1[nH]nc(C(=O)NC2CCCN(Cc3ccccc3F)C2)c1C (stereo not drawn)	9	-4	9	-2	3	0	18
CCC(=O)N1CCN(c2nc(C)nc3sc(C)c(C)c23)CC1	-3	-5	-5	3	-6	13	27
N#Cc1nc(Cc2cccc3ccccc23)oc1NCC1CCCO1 (stereo not drawn)	-5	-4	2	x	x	3	36
CO[C@@H]1CN(C)C(=O)c2cc(NC(C)=O)ccc2OC[C@@H](C)N(C(=O)C2CCC2)C[C@H]1C	1	-18	2[16.7 µM]	-3	-3	-1	-9
CC1=C(C/C=C(\C)CCC[C@H](C)CCC[C@H](C)CCCC(C)C)C(=O)c2ccccc2C1=O	1	x	-5	x	1	-1	-4
CCC(CO)Oc1cc(NC(=O)c2cccc([N+](=O)[O-])c2)c2ncn(C(C)C)c2c1 (stereo not drawn)	20	42&5	-2	x	-2	-6	-7
Cc1ccc(C(=O)NNC(=O)c2cccc(Br)c2)cc1	8	-6	1	-2	-2	-1	11
O=C(Nc1ccc(Oc2ccc(Cl)cc2)cc1)c1ncn[nH]1	3	5	-4	x	x	-4	-12
Nc1nnc(CC(=O)N/N=C/c2cc([N+](=O)[O-])cc(Br)c2O)s1	-10	9	5	47*	-1	x	5
COCCNC(=O)C1CCC(CNS(=O)(=O)c2ccc3c(c2)CC(C)N3C(=O)C2CC2)CC1 (stereo not drawn)	3	-3	4	-2	13	5	-3
COc1cc(C(=O)Nc2cc(Cl)ccc2C)c(-n2cnnn2)cc1OC	-6	x	-16	x	x	1	-7
CCn1cc(C(=O)Nc2ccc(C)cc2[N+](=O)[O-])c(C)n1	8	-2	-2	-1	1	-5	8
COc1ccc(S(=O)(=O)N(C)C[C@H]2Oc3ccc(NS(=O)(=O)c4c(C)noc4C)cc3CC(=O)N([C@H](C)CO)C[C@H]2C)cc1	-2	1	-4[16.7 µM]	2	-8	54	29

Reformatted: 13 of the compounds above
Each structure is followed by: esBAF inh, ARNT TACC3 PPI, miR-122 sensor, SIRT5 inh, ERp5 inh, Cneo AK release, Statin myotox sup
CCc1[nH]nc(C(=O)NC2CCCN(Cc3ccccc3F)C2)c1C (stereo not drawn)
→ 9, -4, 9, -2, 3, 0, 18
CCC(=O)N1CCN(c2nc(C)nc3sc(C)c(C)c23)CC1
→ -3, -5, -5, 3, -6, 13, 27
N#Cc1nc(Cc2cccc3ccccc23)oc1NCC1CCCO1 (stereo not drawn)
→ -5, -4, 2, x, x, 3, 36
CO[C@@H]1CN(C)C(=O)c2cc(NC(C)=O)ccc2OC[C@@H](C)N(C(=O)C2CCC2)C[C@H]1C
→ 1, -18, 2[16.7 µM], -3, -3, -1, -9
CC1=C(C/C=C(\C)CCC[C@H](C)CCC[C@H](C)CCCC(C)C)C(=O)c2ccccc2C1=O
→ 1, x, -5, x, 1, -1, -4
CCC(CO)Oc1cc(NC(=O)c2cccc([N+](=O)[O-])c2)c2ncn(C(C)C)c2c1 (stereo not drawn)
→ 20, 42&5, -2, x, -2, -6, -7
Cc1ccc(C(=O)NNC(=O)c2cccc(Br)c2)cc1
→ 8, -6, 1, -2, -2, -1, 11
O=C(Nc1ccc(Oc2ccc(Cl)cc2)cc1)c1ncn[nH]1
→ 3, 5, -4, x, x, -4, -12
Nc1nnc(CC(=O)N/N=C/c2cc([N+](=O)[O-])cc(Br)c2O)s1
→ -10, 9, 5, 47*, -1, x, 5
COCCNC(=O)C1CCC(CNS(=O)(=O)c2ccc3c(c2)CC(C)N3C(=O)C2CC2)CC1 (stereo not drawn)
→ 3, -3, 4, -2, 13, 5, -3
COc1cc(C(=O)Nc2cc(Cl)ccc2C)c(-n2cnnn2)cc1OC
→ -6, x, -16, x, x, 1, -7
CCn1cc(C(=O)Nc2ccc(C)cc2[N+](=O)[O-])c(C)n1
→ 8, -2, -2, -1, 1, -5, 8
COc1ccc(S(=O)(=O)N(C)C[C@H]2Oc3ccc(NS(=O)(=O)c4c(C)noc4C)cc3CC(=O)N([C@H](C)CO)C[C@H]2C)cc1
→ -2, 1, -4[16.7 µM], 2, -8, 54, 29

The listing continues.
SMILES	esBAF inh	ARNT TACC3 PPI	miR-122 sensor	SIRT5 inh	ERp5 inh	Cneo AK release	Statin myotox sup
CCN(CC)C(=O)c1cncc(C(=O)N(CC)CC)c1-c1ccccc1	1	13	2	x	x	0	0
O=C(O)c1cc(Cl)c2c(c1)[C@@H]1C=CC[C@@H]1[C@H](c1ccc(S(=O)(=O)N3CCOCC3)cc1)N2	x	1	-11	x	x	-1	x
O=C(Nc1ccc(Br)cc1)c1ccc(F)c(S(=O)(=O)N2CCN(c3ccccn3)CC2)c1	x	-3	x	1	-5	x	x
CCOCc1c(C(=O)Nc2ccc(OC)nc2)oc2ccccc12	3	-11	-4	-1	-3	0	-4
O=C(CNCC1CCCO1)Nc1ccccc1-n1cccc1 (stereo not drawn)	-3	1	-8	x	x	0	9
Cc1cc(C)n(C(=O)CCCCCCCC(=O)n2nc(C)cc2C)n1	4	-4	-2	x	x	0	4
O=C(c1cccs1)N(Cc1cccc(Cl)c1)C1CCS(=O)(=O)C1 (stereo not drawn)	5	-9	-9	x	x	1	-4
Cc1nnc(SCC(=O)Nc2cc(S(=O)(=O)N3CCOCC3)ccc2N2CCCC2)s1	-3	-3	3	-14	8	0	14
CC(=O)NC(NC(C)=O)c1cccc(OCc2ccccc2)c1	x	2	x	-2	-1	x	x
CC1CCCN(CC(=O)Nc2ccc(S(=O)(=O)N3CCCC3)cc2)C1 (stereo not drawn)	0	x	-2	2	-1	-1	-2
CCCc1ccc(C#N)c(SC2CC(=O)N(c3ccc(OC)cc3)C2=O)n1 (stereo not drawn)	5	-1	0	2	-4	1	-6

Screening data deposited in PubChem BioAssay by Broad Institute.
